High-throughput results from PubChem.
MT stabilize HCS = microtubule stabilizers in HeLa cells; HeLa tubulin immunostaining HCS, 24 h; share of cells brighter than vehicle mean+2SD; % tubulin-high responders, % at 10 µM; 0.83% of 200,000 active;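 active means plate Z-score above 3 for both tubulin-high and condensed-nucleus cell shares, with cell loss under 80%, at 10 µM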;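 further: anti alpha tubulin signal scored within the nucleus-defined area of each cell; some results filed as inactive read as strong as hits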
PMI inhibitors = inhibitors of human PMI, primary screen, biochemical, fluorescence intensity, coupled assay (AID 1209). purified PMI enzyme, coupled fluorescence intensity; higher % means a stronger effect. inhibition, % at 20 µM, or IC50 in µM where a hit was titrated. 0.42% of 190,000 active; in the data active means inhibition above about 50%;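 further: plate controls were DMSO vehicle for no effect and wells lacking substrate for full effect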
Dynein transport = blocks dynein driven cargo transport along microtubules; 0.47% of 220,000 active; z-score, hits read low; AID 1381; 3617.4 mouse cells, GR-EGFP nuclear translocation imaging; test concentration mostly 20 µM; stimulated with dexamethasone, 1 µM; active compounds read low;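 active means plate z-score of nuclear minus cytoplasmic receptor signal below a set negative limit, without overly bright fluorescence or cell loss, cut at about -3.5 in these data, passing the limit was not always enough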;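 further: z-score of nuclear minus cytoplasmic ring GR-EGFP intensity difference per well; some compounds called inactive have numbers as strong as hits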
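medium = tetracycline-free induction medium containing charcoal-stripped FBS | probe or stimulus = dexamethasone, 1.0 µM final | timing = 48 h induction, then 1 h compound, then 30 min agonist, 37 °C | detection = automated 10x imaging of fixed Hoechst-stained cells | read-out basis = nuclear versus cytoplasmic GR-EGFP signal, averaged per well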
bCat nuc transl = alters nuclear translocation of beta-catenin in HeLa cells | AID 1665 | nuclear translocation activity, % at 5 µM | 0.3% of 190,000 active | immunofluorescence imaging;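 active means nuclear translocation activity above 50% at 5 µM, with a well cell count of 50 or more; inconclusive means wells under 50 cells across six images, flagged as toxic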;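 further: per-cell ratio of nuclear to cytoplasmic median beta-catenin stain intensity; plate controls were DMSO negative control for no effect and GSK-3 inhibitor IX positive control for full effect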
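Test system: human HeLa cells, native beta-catenin. Compound dosing: 5 µM primary single dose, 0.1% DMSO, 0.02–20 µM confirmation series. Incubation: compound exposure 24 h at 37°C. Detection: beta-catenin immunostaining with DAPI counterstain, 20x imaging, 6 fields/well. Read-out basis: Nuclear/cytoplasmic beta-catenin signal ratio, % activation.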
Lipid droplet = modulators of hepatic lipid droplet formation | AML12 mouse hepatocytes, oleate lipid droplets, BODIPY imaging | inhibition, % at 6.5 µM | 0.4% of 240,000 active | AID 1656;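 active means lipid droplet intensity inhibited by at least 50%, with more than 500 cells counted; inconclusive means wells with under 300 cells, treated as cytotoxic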
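Assay system: AML12 mouse liver cells | Compound dosing: One dose, 6.5 µM compound | Read-out basis: Droplet intensity reduction, % inhibition | Measured by: Fluorescence imaging, 20x objective, two fields per well | Schedule: Overnight treatment with compound plus oleate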
TNAP activation fold = stimulation of alkaline phosphatase TNAP activity – biochemical, luminescent, no phosphate acceptor, uHTS, primary screen (AID 1001) | purified TNAP, luminescent activation assay, no phosphate acceptor; higher activation fold means a stronger effect | activation fold at 20 µM; hits with a dose series show EC50 in µM | 0.03% of 200,000 active; in the data active means activation fold from about 3, or a potency from the dose series; inactive means the rest, 99 in 100 with activation fold below about 1.6; further: many of its hits are not listed in these tables
Insulin prom up = MIN6 insulin promoter up-regulation; MIN6 insulin promoter-GFP reporter, high-content imaging; active compounds read high; z-score at 5 µM; 0.3% of 190,000 active;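 active means z-score above 3 at 5 µM with at least 500 cells counted in the well; inconclusive means wells under 500 cells, flagged as cytotoxic or low count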
T cell modulator = T cell immune modulation candidate | 2C CD8+ T cell-vesicle binding, flow cytometry; active compounds read low | calls only at 7 µM | 0.068% of 330,000 active;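 active means response, share of CD8 T cells binding vesicles, and their 90th percentile fluorescence all below set limits, cut at about 80% in these data, passing the limit was not always enough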
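Incubation: binding step 1.5 h, 37 °C, antibody labelling 20 min, ice; system: murine 2C transgenic CD8+ T lymphocytes; technique: cytometric PE anti-B7-1 and Alexa647 anti-CD8 signals after 1% paraformaldehyde fixation; also added: QL9-charged Drosophila Ld/ICAM-1/B7-1 vesicles; control set: naked versus QL9-loaded vesicles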
Myeloid diff MLP = promotes myeloid progenitor differentiation. 1% of 360,000 active. ER-HoxA9 myeloid progenitors, lysozyme-GFP differentiation, flow cytometry. AID 624256. calls only at 10 µM;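 active means normalized GFP-positive differentiation at or above the plate's own cutoff, the solvent-only control mean plus 3 SD; inconclusive means no clear call, values can overlap the other calls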;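 further: cells exposed to compound for four days before flow analysis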
Dynein transport cytoplasmic EGFP = further read-out of Dynein transport, marked with its call; z-score; measured here: cytoplasmic GR-EGFP intensity; active compounds read high
Dynein transport nuclear GR-EGFP = further read-out of Dynein transport, marked with its call; z-score; measured here: nuclear GR-EGFP intensity;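 lower value marks the stronger effect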
Dynein transport cell count = further read-out of Dynein transport, marked with its call; z-score; measured here: cell count per field
Insulin prom up cell count = also measured in Insulin prom up; calls as there; cell count; measured here: cytotoxicity, nuclei count;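 total cells summed across four imaged fields per well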
Lipid droplet cells 6.5 µM = further read-out of Lipid droplet, marked with its call; cell count; measured here: cell count, cytotoxicity flag;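 cells counted across two imaged fields per well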
bCat nuc transl cell count 5 µM = further read-out of bCat nuc transl, marked with its call; cell count; measured here: cell count, cytotoxicity flag
T cell modulator vesicle-bound % = further read-out of T cell modulator, marked with its call; double positive events, %; measured here: CD8+ vesicle-bound cell fraction;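 binding gate set so that unloaded-vesicle control wells show 10% double positive cells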
MT stabilize HCS Hoechst-high % = also measured in MT stabilize HCS; calls as there; % Hoechst-high responders; measured here: nuclear condensation Hoechst responders;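 share of cells brighter than vehicle mean plus two SD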
MT stabilize HCS cytotoxicity % = also measured in MT stabilize HCS; calls as there; toxicity, %; measured here: cytotoxicity by cell density;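 0% = mean cell density of plate MIN control wells and 100% = no cells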
Myeloid diff MLP GFP+ MAC1+ % = further read-out of Myeloid diff MLP, marked with its call; GFP+ MAC1+ double positive, %; measured here: differentiation confirmed by MAC1 staining
An asterisk follows results filed as active; i = inactive; ? = inconclusive; . = no result given; + = active, no number; & = joins results of further samples.

Second line of a record: MT stabilize HCS, MT stabilize HCS Hoechst-high %, MT stabilize HCS cytotoxicity %, PMI inhibitors, Dynein transport, Dynein transport cytoplasmic EGFP, Dynein transport nuclear GR-EGFP, Dynein transport cell count, bCat nuc transl, bCat nuc transl cell count 5 µM, Lipid droplet, Lipid droplet cells 6.5 µM, TNAP activation fold, Insulin prom up, Insulin prom up cell count, T cell modulator, T cell modulator vesicle-bound %, Myeloid diff MLP, Myeloid diff MLP GFP+ MAC1+ %
COC(=O)C(=CC(=CN(C)C)C=C(C(=O)OC)C(=O)OC)C(=O)OC
    ., ., ., ., 0.36, -0.14, 0.21, 0.29, 0.6, 1314, 1, 719, ., 0.15, 1059, i, 11, i, 0.3
O=C(NC(=S)NCC1CCCO1)c1ccco1 (stereo not drawn)
    1.8, 2.8, 4.2, -6%, 0.15, -0.16, -0.29, -0.41, -2.1, 1088, 2, 716, 1, -0.47, 1233, i, 34, i, 0.2
Cc1noc(NS(=O)(=O)c2ccc(NC(=O)Nc3ccc(Cl)c(Cl)c3)cc2)c1C
    3.6, 3.0, 1.2, 10%, -0.63, -0.23, -0.69, 2.2, 1.7, 51, 4, 753, 1.2, 1, 1290, i, 39, i, 1.0
COc1ccc(C(=O)N/C(=C/c2cccs2)C(=O)NC(C)(C)C)cc1OC
    2.3, 2.2, 8.2, -2%, -0.82, -0.38, -0.26, 1.6, 3.6, 1009, 0, 756, 1, -0.16, 1428, i, 56, i, 0.3
COc1ccccc1NC(=O)c1c(N=Cc2cccc([N+](=O)[O-])c2)cnn1C
    ., ., ., ., -0.53, -0.22, -0.53, 0.27, 1.9, 1253, -4, 674, ., -1.6, 1348, i, 35, i, 0.3
CCOc1ccc(C(O)c2nccn2C)cc1 (stereo not drawn)
    3.5, 1.4, 0.6, 0%, 1.1, -0.23, -0.63, -0.29, 0.5, 1325, ., ., 1, -0.32, 1557, i, 40, i, 0.6
CN(C)c1cccc(NC(=O)c2ccco2)c1
    2.8, 1.0, 13, -1%, -0.45, 0.75, -0.091, -0.46, 0.4, 1069, 6, 721, 1.1, 0.71, 1357, i, 22, i, 0.2
CCOC(=O)C1CCN(c2c(NCCCN(C)C3CCCCC3)c(=O)c2=O)CC1
    1.7, 3.0, 7.7, 3%, -0.54, -0.21, 0.026, 0.5, -2.0, 1098, 19, 691, 1.1, 0.03, 1425, i, 34, i, 2.4
COC(=O)Cc1[nH]c(Cl)nc1C(N)=O
    ., ., ., ., -0.92, -0.28, -0.41, 1.2, 2.0, 1302, -6, 697, ., -0.07, 1149, i, 56, ., .
CNCC[C@H](Oc1cccc2ccccc12)c1cccs1
    ., ., ., 8%, ., ., ., ., -0.5, 1044, -5, 664, 1, 0.56, 1320, i, 44&33, i, 15
Cc1cccc(CCNC(=O)CCc2nc(-c3ccccc3F)no2)c1
    2.9, 1.4, 4.4, 6%, -0.16, -0.24, 0.23, 0.77, -2.0, 1070, -42, 672, 1.1, 0.16, 1310, i, 41, i, 0.6
CSc1nnc(Cn2c(=O)sc3ccccc32)n1CCc1ccccc1
    3.6, 3.6, 9.1, 6%, -0.28, -0.2, -0.15, 0.25, ., ., ., ., 1, -0.35, 930, i, 64, ?, .
CC1CCN(CCC(=O)Nc2ccc(Cl)cc2)CC1
    3.4, 1.0, 8.9, 1%, -1.2, -0.23, -0.49, 1.3, -0.2, 1120, 11, 665, 1.1, -0.85, 1497, i, 34, i, 0.5
COc1cccc(C2/C(=C(/O)c3cnn(-c4ccccc4)c3C)C(=O)C(=O)N2CCN(C)C)c1OC (stereo not drawn)
    3.8, 2.0, 5.9, -41%, 0.64, 0.09, 0.73, -0.0023, -0.6, 1177, 6, 677, 1.2, ., ., i, 16, i, 0.7
CCCC(=O)NC(c1ccccc1Cl)c1c(O)ccc2ccccc12 (stereo not drawn)
    3.9, 2.3, 1.1, 21%, 3, -0.18, 1.6, -1.5, -0.5, 920, -9, 539, 0.8, 0.17, 1266, i, 10, i, 0.1
NC(=O)C1CCN(CCC(=O)Nc2ccc3c(c2)CCC3)CC1
    3.9, 2.1, 2.2, 11%, 1.7, -0.022, 0.89, -0.97, -0.1, 554, 9, 783, 1.1, ., ., i, 44, i, 0.8
Cc1ccc(NC(=S)N2CCN(C3CCCCC3)CC2)cc1
    3.2, 2.1, 1.0, -4%, -0.29, -0.0015, 0.3, 1, 1.4, 1428, ., ., 1.1, -1.3, 1419, i, 39, i, 6.0
COc1ccc2[nH]c(=O)c(CN(C(=O)c3ccco3)C3CCCCC3)cc2c1
    3.0, 1.8, 4.7, -2%, -1.1, -0.19, -0.64, 1.1, -6.1, 1109, 0, 776, 1, 1.3, 677, i, 54, i, 0.8
O=C(O)CNC(=S)NCc1ccccc1
    1.9, 2.1, 5.2, 7%, 1, -0.33, 0.69, -0.72, -2.1, 1198, 7, 692, 1.2, 0.85, 1316, i, 9, i, 1.0
C=CCc1cc(/C=C/c2nc(O)c([N+](=O)[O-])c(=O)[nH]2)cc(OC)c1O
    3.9, 1.4, 1.1, 21%, 0.052, -0.39, -0.029, 0.95, 1.7, 1051, 9, 682, 0.6, 0.5, 1584, i, 35, i, 0.0

Reprinted from the part before: two entries, then new ones.
Second line of a record: MT stabilize HCS, MT stabilize HCS Hoechst-high %, MT stabilize HCS cytotoxicity %, PMI inhibitors, Dynein transport, Dynein transport cytoplasmic EGFP, Dynein transport nuclear GR-EGFP, Dynein transport cell count, bCat nuc transl, bCat nuc transl cell count 5 µM, Lipid droplet, Lipid droplet cells 6.5 µM, TNAP activation fold, Insulin prom up, Insulin prom up cell count, T cell modulator, T cell modulator vesicle-bound %, Myeloid diff MLP, Myeloid diff MLP GFP+ MAC1+ %
O=C(O)CNC(=S)NCc1ccccc1
    1.9, 2.1, 5.2, 7%, 1, -0.33, 0.69, -0.72, -2.1, 1198, 7, 692, 1.2, 0.85, 1316, i, 9, i, 1.0
C=CCc1cc(/C=C/c2nc(O)c([N+](=O)[O-])c(=O)[nH]2)cc(OC)c1O
    3.9, 1.4, 1.1, 21%, 0.052, -0.39, -0.029, 0.95, 1.7, 1051, 9, 682, 0.6, 0.5, 1584, i, 35, i, 0.0
O=C1Nc2ccccc2C1(O)Cc1ccccn1 (stereo not drawn)
    ., ., ., ., 0.53, -0.18, -0.14, 1, -0.2, 1413, -6, 717, ., -0.1, 991, i, 26, i, 0.6
CCn1cc([N+](=O)[O-])c(C(=O)N2N=C(c3cccc4ccccc34)CC2c2ccccc2O)n1 (stereo not drawn)
    4.8, 1.8, 6.7, 20%, 0.97, -0.22, 1.4, -1.1, -2.8, 569, 19, 734, 1.1, ., ., i, 48, i, 0.6
O=C(CSc1nnc2ccccn12)Nc1cccc(-c2nc3ccccc3s2)c1
    3.0, 2.8, 7.7, -5%, 0.16, -0.14, -0.029, 0.027, -0.4, 537, 16, 743, 1.1, 0.43, 1214, i, 23, i, 0.7
Cc1ccccc1NC(=S)NCCSc1ccc(Cl)cc1
    4.0, 1.1, 2.7, 2%, 2.1, -0.22, 0.88, -1.2, -1.0, 1123, -11, 753, 1.1, ., ., i, 40, i, 0.1
CCCNC(=O)c1ccccc1NC(=O)Nc1ccccc1C
    1.7, 1.3, 2.4, 0%, -0.44, -0.053, -0.081, 0.82, 5.8, 1040, -1, 805, 1, 0.19, 875, i, 36, i, 0.7
CCc1ccc[n+](-c2[nH]c(=O)sc2/C=N/NC([S-])=Nc2ccccc2)c1
    5.9, 2.2, 7.2, 23%, 1.6, -0.029, 1.3, -1.5, -1.4, 1040, 25, 667, 0.8, 1.2, 1482, i, 20, i, 0.5
COc1ccccc1CCNC(=O)c1nc(-c2cccs2)no1
    1.8, 1.7, 13, 6%, 0.98, -0.15, 0.71, -0.52, -5.3, 1084, 3, 684, 1.1, 1, 1528, i, 62, i, 0.8
COc1ccc([N+](=O)[O-])cc1N(CC(=O)Nc1ccccc1C(=O)NC(C)C)S(C)(=O)=O
    2.4, 2.2, 12, -2%, 0.93, -0.32, 0.74, 0.38, 0.2, 1490, 1, 693, 1.1, -0.37, 1439, i, 37, i, 0.2
CC1(C)CC(N2CCN(CCO)CC2)=CC(=S)N1
    ., ., ., ., -0.61, -0.26, -0.5, 5.8, -2.6, 1157, 14, 678, ., 0.29, 1429, i, 46, +, 1.1*
CC1CC(C)CN(C(=O)CSc2nnc(-c3ccc(Cl)cc3)o2)C1 (stereo not drawn)
    2.9, 3.9, 4.2, 1%, 0.24, -0.11, 0.38, -0.25, ., ., ., ., 1.2, 1.1, 924, i, 63, i, 1.8
